Source: PubChem (Broad Institute)
esBAF inh: inhibitors of esBAF chromatin remodeling in mouse ES cells. reporter increase, % at 12.5 µM. AID 602393. Bmi1-luciferase knock-in reporter, 24 h; 100% = twice the neutral-well signal. 350,000 compounds, 2% hits; in the data active = activation above about 40%;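 note: 0% = median of the plate's neutral control wells and 100% = double that signal; a rise in the Bmi1 reporter signal indicates esBAF inhibition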
ERAP1 inh: inhibitors of human ERAP1 aminopeptidase. 340,000 compounds, 0.15% hits. Q9NZ08. recombinant ERAP1, Leu-AMC fluorescence, 60 min. inhibition, % at 10.7 µM;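 active = mean replicate inhibition of at least 30%, or all replicates individually reaching that 30% level; inactive = mean below 30% and not every replicate reaching it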;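 note: 0% = neutral control wells and 100% = L-leucinethiol positive control wells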
RAD54 branch: inhibitors of human RAD54 branch migration | Q92698 | 360,000 compounds, 0.14% hits | AID 602329 | inhibition, % at 10.4 µM | RAD54 Holliday junction branch migration, FAM/BHQ fluorescence;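 active = mean normalized replicate activity at least 40 and at least half of replicates scoring 40 or more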;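 note: 0% = median of neutral control wells and 100% = median of positive control wells; inhibitors cause a drop in the FAM fluorescence signal; in these data hits start at about 50%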
E-selectin induc: E-selectin induction on HUVECs; 260,000 compounds, 0.37% hits; P16581; HUVEC E-selectin immunofluorescence imaging; normalized: neutral wells 0, TNF-alpha wells 100; activation, % at 7.58 µM; AID 686992;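 active = mean E-selectin-positive cell signal at least 10% of the positive control, reached in at least 60% of replicates, without over 20% cell loss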;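 note: in these data hits start at about 27%; measured in HUVEC primary endothelial cells; signal is the percent of cells scored E-selectin positive by PE staining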
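material = human umbilical vein endothelial cells (HUVEC), E-selectin induction | quantity = 3,000 cells/well | medium = EGM-2 growth medium on 0.1% gelatin-coated wells | technique = immunofluorescence imaging | read-out basis = % PE-positive cells | control set = TNF-alpha positive control, DMSO neutral control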
S100A4 MyoIIA: S100A4-myosin IIA interaction inhibition; P26447; S100A4/TAMRA-MyoIIA peptide fluorescence polarization; inhibition, % at 10.7 µM; 360,000 compounds, 0.14% hits; AID 652163;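 active = mean inhibition of at least 70% across replicates, with every replicate also reaching that level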
Target sequence (P26447 whole entry, looked up): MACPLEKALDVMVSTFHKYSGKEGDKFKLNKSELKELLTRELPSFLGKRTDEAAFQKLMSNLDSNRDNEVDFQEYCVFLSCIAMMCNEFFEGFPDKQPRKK
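incubation = readout 5 min after mixing, signal stable up to 60 min | system = S100A4 monomer protein | buffer or medium = HEPES pH 7.2 with CaCl2, KCl, NaCl, DTT, Triton | benchmarks = neutral control DMSO, positive control TFP | also added = fluorescent myosin IIA peptide, 5 nM | compound dosing = one concentration per compound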
ERp5 inh: blocks human ERp5 reductase activity on insulin | inhibition, % at 9.99 µM | ERp5 insulin aggregation, absorbance 650 nm, 90 min | Q15084 | 350,000 compounds, 0.05% hits;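 active = mean replicate inhibition above about 25%, with every replicate also reaching it, limit read from the data, passing the limit was not always enough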
Target sequence (Q15084 whole entry, looked up): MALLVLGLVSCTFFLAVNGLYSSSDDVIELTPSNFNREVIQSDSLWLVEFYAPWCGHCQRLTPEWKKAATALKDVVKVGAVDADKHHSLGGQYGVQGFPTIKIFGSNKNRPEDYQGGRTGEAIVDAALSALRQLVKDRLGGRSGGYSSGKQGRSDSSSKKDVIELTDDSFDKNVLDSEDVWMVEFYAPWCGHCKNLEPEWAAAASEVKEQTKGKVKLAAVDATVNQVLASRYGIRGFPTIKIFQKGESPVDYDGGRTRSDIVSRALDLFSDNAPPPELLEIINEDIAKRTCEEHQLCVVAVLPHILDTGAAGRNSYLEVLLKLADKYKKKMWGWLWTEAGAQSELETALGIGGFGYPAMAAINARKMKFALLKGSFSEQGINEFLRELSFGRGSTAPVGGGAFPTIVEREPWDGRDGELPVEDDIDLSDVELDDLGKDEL
Xi reactivation: X-chromosome reactivation activator | XiGFP mouse fibroblasts, % GFP-positive cells imaging, 3 d; cells co-treated with 5-aza-dC sensitizer; scaled so ellipticine positive control = 100% | activation, % at 7.58 µM | 360,000 compounds, 0.055% hits | AID 743238;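 active = mean normalized replicate activation at least 10% and every replicate at or above 10%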;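 note: 0% = median of on-plate neutral control wells and 100% = ellipticine 6 µM median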
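System: 68-5-11 XiGFP fibroblast line; Timing: 3 days compound exposure; Compound dosing: one concentration, pinned; Benchmarks: positive control ellipticine, 6 µM final; Buffer or medium: DMEM containing 5-aza-dC.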
RAD52 anneal inh: RAD52 (human) annealing inhibition; recombinant RAD52 DNA annealing, FRET fluorescence; 360,000 compounds, 0.46% hits; inhibition, % at 18.7 µM; AID 651710;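 active = every replicate showing at least 50% inhibition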
Target sequence (P43351 whole entry, looked up): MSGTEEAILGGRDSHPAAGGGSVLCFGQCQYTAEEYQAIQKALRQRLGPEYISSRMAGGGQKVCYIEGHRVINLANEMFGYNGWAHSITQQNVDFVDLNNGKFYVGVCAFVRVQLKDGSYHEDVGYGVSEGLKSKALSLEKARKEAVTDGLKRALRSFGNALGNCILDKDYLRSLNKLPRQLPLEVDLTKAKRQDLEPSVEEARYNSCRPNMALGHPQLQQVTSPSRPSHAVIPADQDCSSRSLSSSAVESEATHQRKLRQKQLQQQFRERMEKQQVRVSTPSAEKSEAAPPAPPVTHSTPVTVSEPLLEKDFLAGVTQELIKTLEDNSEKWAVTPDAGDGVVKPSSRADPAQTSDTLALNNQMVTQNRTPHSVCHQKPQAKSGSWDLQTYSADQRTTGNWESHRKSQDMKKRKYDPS
* = called active by the depositor; i = inactive; x = no result given; & = joins results of further samples.

SMILES | esBAF inh | ERAP1 inh | RAD54 branch | E-selectin induc | S100A4 MyoIIA | ERp5 inh | Xi reactivation | RAD52 anneal inh
COc1ccccc1C#Cc1ccc([C@H]2[C@@H](CO)N3CCCCN(C(=O)C4CCC4)C[C@H]23)cc1 | -8 | x | 13 | -0.2 | -12 | -1 | 0.0 | 45
CCC(=O)Nc1nc(C)c(-c2csc(Nc3ccccn3)n2)s1 | x | 0 | x | 13 | -31 | 7 | 0.0 | 2
O=c1[nH]c2cc(NCCO)c([N+](=O)[O-])cc2[nH]1 | x | 0 | x | 6.2 | -1 | 5 | 0.1 | -1
C[C@@H]1CN([C@@H](C)CO)S(=O)(=O)c2ccc(C#CCN(C)C)cc2O[C@H]1CN(C)C(=O)CN(C)C | -4 | -1 | -8 | 0.0 | -15 | -4 | -0.1 | -5
COc1cc(C)c(NC(=S)Nc2ccc(Cl)c(Cl)c2)cc1OC | x | 6 | x | -1.7 | -2 | 1 | 0.4 | -2
COC(=O)c1ccc(NC(=O)CN2CCN(c3ccccc3C)CC2)cc1 | 2 | 7 | 2 | x | -3 | -6 | x | -25
CCCN(C)C[C@@H]1Oc2cc(C#CC(C)C)ccc2S(=O)(=O)N([C@@H](C)CO)C[C@@H]1C | -4 | 1 | 2 | 0.6 | -13 | -1 | 0.6 | -9
CN(C)c1cccc(C(=O)OCCNC(=O)c2cccc(S(=O)(=O)N3CCOCC3)c2)c1 | 3 | -4 | -1 | -0.1 | -3 | 3 | 0.2 | -12
O=C(COc1cccnc1[N+](=O)[O-])Nc1ccc2c(c1)OC(F)(F)O2 | x | 7 | 9 | x | 1 | 6 | -0.1 | -2
CCCNC(=O)c1cc(SC)ccc1Cl | -4 | -2 | 2 | x | -2 | 3 | x | 2
CCCn1c(C)cc(C(=O)COC(=O)c2cc(=O)[nH]c3ccccc23)c1C | -17 | -2 | -12 | -0.1 | -1 | 0 | 0.1 | -4
C[C@@H]1CN([C@@H](C)CO)C(=O)Cc2cc(NC(=O)Cc3cn(C)c4ccccc34)ccc2O[C@@H]1CN(C)Cc1ccc(Oc2ccccc2)cc1 | -2 | x | -6 | 4.5 | x | x | -1.1 | x
CCOC(=O)c1cc(C#N)c(SCC(N)=O)[nH]c1=O | -5 | x | x | 7.2 | -23 | 6 | 0.1 | i
O=C(O)C[C@H]1C[C@@H]2c3cc(NS(=O)(=O)c4ccccc4)ccc3O[C@@H]2[C@@H](CO)O1 | -1 | -2 | 5 | -0.6 | 1 | 10 | -0.1 | 9
CC1(C)C(c2cccs2)=[N+]([O-])C2(CCCCC/C2=N\NC(N)=O)N1O (stereo unspecified) | -2 | -1 | -6 | x | 0 | 0 | x | -8
O=C1C(=Cc2ccc(Cl)cc2)CCc2ccccc21 | x | 10 | x | -0.1 | -2 | -3 | 0.1 | -6
C[C@H]1CN([C@@H](C)CO)C(=O)c2cc(NS(=O)(=O)c3cccs3)ccc2O[C@@H]1CN(C)CC1CCCCC1 | 0 | 0 | -1 | 1.6 | -5 | -3 | 0.1 | -1
C[C@@H]1CN([C@@H](C)CO)C(=O)CCCn2cc(nn2)CO[C@H]1CN(C)S(=O)(=O)c1ccc(-n2cccn2)cc1 | 5 | 0 | 0 | 0.3&0.0 | 0&-28 | -3 | 0.1&0.2 | -27&-8
CC1(C)Cc2cccc(OCC(=O)NCc3cccs3)c2O1 | -2 | 2 | 0 | 0.0 | -6 | -5 | 0.0 | -8
N#CN1CCC(NS(=O)(=O)c2ccc(C(F)(F)F)cc2)CC1 | 1 | 3 | -1 | -0.1 | 9 | 0 | 0.0 | -3
C[C@@H]1CCCCO[C@@H](CN(C)S(=O)(=O)c2cccs2)[C@@H](C)CN([C@H](C)CO)C(=O)c2cc(NC(=O)CCC(F)(F)F)ccc2O1 | 4 | 4 | 4 | 0.1 | -10 | -8 | 0.0 | -16
O=S(=O)(c1ccc(Br)cc1)N1CCOC12CCCCC2 | x | -1 | x | x | 1 | -3 | 0.1 | -10
CC1CC(C)(C)C2=NCCN21 (stereo unspecified) | x | -3 | -4 | 2.9 | -13 | 4 | 0.0 | -12
O=C(CCN1CCN(Cc2ccccc2)CC1)Nc1cccc(Br)c1 | 0 | -2 | 6 | -0.1 | -2 | 2 | 0.1 | 0
COc1ccc2c3c(n(C)c2c1)[C@H](CO)N(C(=O)c1ccccn1)CC31CN(C(=O)Cc2ccccc2)C1 | x | 1 | x | -0.3 | 14 | 5 | 0.0 | 0
O=S1(=O)N[C@@H](Cc2ccccc2)COc2cccc(N3CCSCC3)c21 | x | x | x | 0.8 | -2 | 6 | -0.1 | -31
COc1cc(/C=C2\SC(=S)N(NC(=O)c3ccncc3)C2=O)ccc1O | x | x | x | -0.4 | -6 | 7 | -0.1 | i
O=C(CCl)N1CCN(S(=O)(=O)Cc2ccccc2)CC1 | -4 | -1 | -22 | x | 2 | -12 | 0.0 | -10
Cn1c(SCCC(=O)O)nnc1-c1ccncc1 | -7 | 1 | -2 | x | 3 | 5 | x | 1
C[C@@H]1CN([C@H](C)CO)C(=O)CCCn2nncc2CO[C@H]1CN(C)C(=O)c1ccccc1 | -2&-3 | -4&4 | 0&0 | 0.0&-0.1 | 7&18 | 0&0 | 0.3 | -6&-11

Part of the list above in order of number of heavy atoms, rising.
SMILES | esBAF inh | ERAP1 inh | RAD54 branch | E-selectin induc | S100A4 MyoIIA | ERp5 inh | Xi reactivation | RAD52 anneal inh
CC1CC(C)(C)C2=NCCN21 (stereo unspecified) | x | -3 | -4 | 2.9 | -13 | 4 | 0.0 | -12
O=C1C(=Cc2ccc(Cl)cc2)CCc2ccccc21 | x | 10 | x | -0.1 | -2 | -3 | 0.1 | -6
O=C(CCl)N1CCN(S(=O)(=O)Cc2ccccc2)CC1 | -4 | -1 | -22 | x | 2 | -12 | 0.0 | -10
CC1(C)Cc2cccc(OCC(=O)NCc3cccs3)c2O1 | -2 | 2 | 0 | 0.0 | -6 | -5 | 0.0 | -8
O=C(CCN1CCN(Cc2ccccc2)CC1)Nc1cccc(Br)c1 | 0 | -2 | 6 | -0.1 | -2 | 2 | 0.1 | 0
COc1cc(/C=C2\SC(=S)N(NC(=O)c3ccncc3)C2=O)ccc1O | x | x | x | -0.4 | -6 | 7 | -0.1 | i
C[C@H]1CN([C@@H](C)CO)C(=O)c2cc(NS(=O)(=O)c3cccs3)ccc2O[C@@H]1CN(C)CC1CCCCC1 | 0 | 0 | -1 | 1.6 | -5 | -3 | 0.1 | -1
C[C@@H]1CN([C@@H](C)CO)C(=O)CCCn2cc(nn2)CO[C@H]1CN(C)S(=O)(=O)c1ccc(-n2cccn2)cc1 | 5 | 0 | 0 | 0.3&0.0 | 0&-28 | -3 | 0.1&0.2 | -27&-8

(listing goes on)
SMILES | esBAF inh | ERAP1 inh | RAD54 branch | E-selectin induc | S100A4 MyoIIA | ERp5 inh | Xi reactivation | RAD52 anneal inh
Cc1noc(C)c1NC(=O)Nc1ccc2c(c1)CC(=O)N([C@H](C)CO)C[C@H](C)[C@@H](CN(C)S(=O)(=O)c1ccc(F)cc1)O2 | -1 | -1 | -14 | -0.2 | 9 | -20 | 0.1 | -5
C[C@H](NC(=O)C[C@@H]1C[C@@H]2c3cc(NC(=O)C4CCOCC4)ccc3O[C@@H]2[C@@H](CO)O1)c1ccccc1 | 2 | -3 | -2 | 0.2 | -18 | 2 | 0.0 | -1
C=CCn1c(Cc2cccs2)nnc1SCC(=O)NC1CC1 | -4 | 4 | -5 | 0.0 | -3 | -1 | -0.1 | 0
Cc1cc(C)cc(Nc2nc3c([nH]2)c(=O)n(C)c(=O)n3C)c1 | -7 | -1 | 16 | 0.6 | -4 | 3 | -0.1 | 0
COc1ccccc1N(CC(=O)NC1CCCCC1)C(=O)CNC(=O)c1cccs1 | -2 | -6 | -20 | 0.2 | -3 | 6 | 0.3 | 1
CC(C)c1nc(SCC(=O)NC2CCCC2)c2c(=O)n(C)c(=O)n(C)c2n1 | -2 | -1 | 5 | -0.1 | -3 | 4 | 0.0 | -10
CCOc1ccc(NC(=O)c2ccc(Cl)c(NC(=O)c3ccco3)c2)cc1 | 14 | -1 | 7 | x | -5 | 1 | 0.0 | 2
CC(CCC(=O)O)C1CCC2C3C(O)CC4CC(O)CCC4(C)C3CC(O)C12C (stereo unspecified) | 6&0 | 6&3 | -7&-9 | 2.0&0.0 | 2&0 | 0&7 | 0.3&-0.1 | -10&-16
C[C@@H]1CN([C@@H](C)CO)C(=O)c2cc(NC(=O)Cc3cn(C)c4ccccc34)ccc2O[C@H]1CN(C)S(=O)(=O)c1cn(C)cn1 | -3 | 6 | 6 | x | -1 | -1 | -1.0 | 3
COc1ccc(CC(=O)NNC(=O)c2ccccn2)cc1 | -1 | -6 | -4 | x | 0 | 4 | 0.0 | -10
Cc1ccc(OCCNC(=O)c2cc(C3CC3)nc3c2cnn3C(C)C)cc1 | 8 | 0 | -1 | x | -3 | -10 | 0.0 | -55
CCCCCCOc1ccc(OCC(O)CN2C(=O)NC(C)(C)C2=O)cc1 (stereo unspecified) | 46* | -3 | -6 | x | -21 | 4 | x | -3
COc1cc(SC)ccc1C(=O)OCc1nc2ccsc2c(=O)[nH]1 | 16 | -4 | 12 | -0.2 | -1 | 2 | 0.0 | -31
COc1nc(C#N)c(N2CCOCC2)o1 | 0 | 4 | -2 | x | 3 | 3 | x | 1
O=C(NCc1ccc(F)c(F)c1)C1Cc2c(-c3ccc4c(c3)OCO4)ccnc2O1 (stereo unspecified) | -28 | -2 | 5 | 0.4 | -6 | -8 | 0.8 | -7
CCOC(=O)N(C)C[C@H]1OCc2ccccc2-c2c(n(C)c3ccccc23)C(=O)N([C@@H](C)CO)C[C@H]1C | 0 | -1 | -10 | -0.5 | 6 | -4 | -0.2 | 9
COc1ccc(S(=O)(=O)N(C)c2ccc(C(=O)N3CCN(C)CC3)cc2)cc1 | -6 | 1 | -1 | 2.2 | -20 | 7 | 0.0 | -5
O=C(COC(=O)CCN1C(=O)/C(=C\C=C\c2ccccc2)SC1=S)Nc1ccc(Br)cc1 | x | -12 | x | x | 2 | -4 | 0.2 | -50
COc1ccc(CCNCC(=O)Nc2c(C)cc(C)cc2C)cc1OC | -2 | -1 | 3 | x | -1 | 2 | 0.2 | -14
Cc1ccc(S(=O)(=O)N2CCOCC2)cc1NC(=O)CNCc1ccccn1 | 0 | 2 | 11 | 1.8 | -11 | -6 | -0.1 | -41
COc1cccc(NC(=O)N2CC(=O)N3[C@H](CO)[C@@H](c4ccc(Br)cc4)[C@@H]3C2)c1 | x | 1 | x | -0.2 | -7 | -1 | 0.1 | -14
COc1ccccc1Nc1nc(N)nc(CN2CCOCC2)n1 | -3 | 3 | 2 | 1.0 | 13 | -5 | 0.0 | 2
Cc1cc(C(=O)O)cc(S(=O)(=O)NNC(=O)c2cccs2)c1C | 5 | 2 | -1 | -0.3 | 6 | -3 | 0.2 | -14
